Bim-Bcl-W = disrupts Bim peptide binding to human Bcl-W; 190,000 tested, 0.02% active; bead-based flow cytometry; inhibition, % at 10 µM; Q92843;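 note: 0% = bound tracer without compound and 100% = peptide blocker; higher means less fluorescent Bim peptide bound to Bcl-W beads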
Target sequence (Q92843 whole entry, looked up): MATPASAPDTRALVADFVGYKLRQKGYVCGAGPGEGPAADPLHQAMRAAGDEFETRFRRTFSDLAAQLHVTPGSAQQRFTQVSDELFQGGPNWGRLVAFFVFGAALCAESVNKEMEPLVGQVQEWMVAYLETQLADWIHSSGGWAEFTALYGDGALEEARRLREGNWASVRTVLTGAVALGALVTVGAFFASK
Bim-Bfl-1 = human Bim-Bfl-1 interaction inhibition; Q16548; Bead-based flow cytometry, Bim-Bfl-1 binding inhibition; inhibition, % at 10 µM; 190,000 tested, 0.12% active;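 note: 0% = wells without compound plus tracer and 100% = blocker peptide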
Cdc42 wt GTP = changes GTP binding to wildtype human Cdc42. P60953. GST-Cdc42 beads, Bodipy-GTP binding, flow cytometry; actives lie on both sides. percent activity (GTP binding), % at 10 µM. 190,000 tested, 0.2% active;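 active = percent activity GTP binding at least 20 points away from the 100% baseline, either down as inhibitor or up as activator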;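 note: median bead fluorescence of bound Bodipy-FL-GTP at 100 nM; 0% = excess unlabeled GTP control and 100% = no compound control; below 100% means less GTP binding so inhibitor and above means activator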
Bcl-2 Bim block = human Bim-Bcl-2 interaction inhibition | P10415 | Bead-based flow cytometry, Bim peptide-Bcl-2 binding | inhibition, % at 10 µM | 190,000 tested, 0.06% active; in the data active = inhibition above about 40%;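 note: 0% = no compound wells with probe peptide and 100% = reference peptide inhibitor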
Target sequence (P10415 whole entry, looked up): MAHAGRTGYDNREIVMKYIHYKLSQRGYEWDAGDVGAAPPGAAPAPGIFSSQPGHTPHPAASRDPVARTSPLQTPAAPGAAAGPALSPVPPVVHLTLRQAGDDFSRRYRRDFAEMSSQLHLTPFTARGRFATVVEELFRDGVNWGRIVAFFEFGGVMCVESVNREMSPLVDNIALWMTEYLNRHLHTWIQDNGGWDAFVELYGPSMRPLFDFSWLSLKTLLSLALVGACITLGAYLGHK
Rac1 wt modul = alters GTP binding to wildtype human Rac1; GTP binding activity (% of control), % at 10 µM; 190,000 tested, 0.27% active; GST-Rac1 beads, fluorescent GTP binding, flow cytometry; actives lie on both sides; 0 = cold GTP competed, 100 = untreated; P63000;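 active = GTP binding activity at least 20 points away from the 100% control level, either lower or higher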
Bim-Bcl-XL = inhibitors of Bim-Bcl-XL interaction, human | inhibition, % at 10 µM | Bim peptide-Bcl-XL binding, bead flow cytometry, fluorescence | 190,000 tested, 0.04% active
Target sequence (Q07817 whole entry, looked up): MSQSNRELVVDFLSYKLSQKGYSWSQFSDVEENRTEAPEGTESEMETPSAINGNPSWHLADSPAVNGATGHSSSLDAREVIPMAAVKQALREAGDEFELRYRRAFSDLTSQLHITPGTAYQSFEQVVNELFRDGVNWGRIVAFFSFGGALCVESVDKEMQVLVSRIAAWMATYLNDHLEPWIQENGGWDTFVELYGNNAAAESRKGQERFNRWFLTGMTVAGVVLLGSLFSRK
Rac1 act GTP bind = human Rac1 activated mutant GTP binding change; percent activity (GTP binding), % at 10 µM; GST-Rac1 activated beads, fluorescent GTP binding, flow cytometry; actives lie on both sides; 100% means binding = to untreated wells; 190,000 tested, 0.11% active; P63000; AID 764;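 active = GTP binding at least 20 percentage points away from the 100% baseline, in either direction, so actives lie on both sides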
HRas wt GTP bind = human HRas wildtype GTP binding, change in either direction. GST-Ras wt beads, Bodipy-FL-GTP binding, flow cytometry; actives lie on both sides. GTP binding activity, % at 10 µM. 190,000 tested, 0.14% active. AID 759;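 active = GTP binding activity at least 20% away from the 100% baseline, either lowered as inhibitor or raised as activator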;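 note: 0% = unlabeled GTP competition control and 100% = no-compound control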
Target sequence (P01112 whole entry, looked up): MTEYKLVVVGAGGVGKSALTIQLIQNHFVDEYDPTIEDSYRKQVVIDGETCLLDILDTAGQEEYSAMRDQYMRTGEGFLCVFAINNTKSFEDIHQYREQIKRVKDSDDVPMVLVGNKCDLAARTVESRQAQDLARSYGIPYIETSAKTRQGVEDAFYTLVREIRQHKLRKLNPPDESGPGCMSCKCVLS
Bcl-B Bim block = inhibitors of Bim-Bcl-B interaction, human. Q9HD36. bead-based flow cytometry, Bim peptide-Bcl-B binding. inhibition, % at 10 µM. 190,000 tested, 0.073% active;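 note: 0% = tracer peptide without compound and 100% = reference inhibitor peptide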
Rab2 wt GTP = changes GTP binding to wildtype dog Rab2A, up or down; GST-Rab2 wt beads, Bodipy-GTP binding, flow cytometry; GTP binding activity, % at 10 µM; 190,000 tested, 0.19% active; AID 760;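 active = GTP binding activity at least 20 points away from 100%, either lowered or raised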;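 note: 0% = beads with excess unlabeled GTP and 100% = no-compound control corrected for plate trend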
Rab7 wt modul = alters GTP binding to wildtype dog Rab7; AID 758; 190,000 tested, 0.055% active; GTP binding activity (percent of control), % at 10 µM; GST-Rab7 beads, fluorescent GTP binding, flow cytometry; actives lie on both sides; untreated = 100%, excess cold GTP = 0%;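 active = fluorescent GTP binding to Rab7 beads changed by at least 20 points from the 100% baseline, either direction, mostly lower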;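 note: median green fluorescence of bound Bodipy-FL-GTP per Rab7 bead population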
Starred values were filed as active, the others as inactive. Cut-off read from the data, not from the text of the source, unless noted: active = inhibition above about 40%. Rows were taken by chance; 0.62% or so of the library scored in one or more.

`CCC(=O)N1CCN(c2nc3ccccc3s2)CC1` gave Bim-Bcl-W 1.0, Bim-Bfl-1 -10.0, Cdc42 wt GTP 105.0, Bcl-2 Bim block -11.0, Rac1 wt modul 112.0, Bim-Bcl-XL -4.0, Rac1 act GTP bind 102.0, HRas wt GTP bind 103.0, Bcl-B Bim block -10.0, Rab2 wt GTP 105.0 and Rab7 wt modul 106.0.
For COCc1cc(=O)[nH]c(Nc2nc3ccccc3o2)n1 the results were Bim-Bcl-W -3.0, Bim-Bfl-1 -16.0, Cdc42 wt GTP 100.0, Bcl-2 Bim block -10.0, Rac1 wt modul 105.0, Bim-Bcl-XL -8.0, Rac1 act GTP bind 98.0, HRas wt GTP bind 100.0, Bcl-B Bim block -8.0, Rab2 wt GTP 101.0 and Rab7 wt modul 100.0.
Screening COc1ccc(NC(=O)/C(C#N)=C/c2c(C)nn(-c3ccc(F)cc3)c2Cl)cc1Cl returned Bim-Bcl-W 20.0, Bim-Bfl-1 42.0*, Cdc42 wt GTP 97.0, Bcl-2 Bim block 32.0, Rac1 wt modul 100.0, Bim-Bcl-XL 32.0, Rac1 act GTP bind 100.0, HRas wt GTP bind 100.0, Bcl-B Bim block 29.0, Rab2 wt GTP 100.0 and Rab7 wt modul 96.0.
`O=C(NNC(=O)c1ccncc1)Nc1ccc([N+](=O)[O-])cc1` gave Bim-Bcl-W -12.0, Bim-Bfl-1 1.0, Cdc42 wt GTP 94.0, Bcl-2 Bim block -1.0, Rac1 wt modul 89.0, Bim-Bcl-XL -9.0, Rac1 act GTP bind 94.0, HRas wt GTP bind 94.0, Bcl-B Bim block -4.0, Rab2 wt GTP 95.0 and Rab7 wt modul 91.0.
For O=C(Nc1nc(-c2ccncc2)cs1)c1ccc(F)cc1 the results were Bim-Bcl-W -5.0, Bim-Bfl-1 -1.0, Cdc42 wt GTP 94.0, Bcl-2 Bim block 0.0, Rac1 wt modul 98.0, Bim-Bcl-XL 0.0, Rac1 act GTP bind 97.0, HRas wt GTP bind 96.0, Bcl-B Bim block -8.0, Rab2 wt GTP 97.0 and Rab7 wt modul 91.0.
`CCN(CC)C(=O)C1CCN(S(=O)(=O)c2ccc3oc4ccccc4c3c2)CC1` gave Bim-Bcl-W -3.0, Bim-Bfl-1 -3.0, Cdc42 wt GTP 102.0, Bcl-2 Bim block -1.0, Rac1 wt modul 105.0, Bim-Bcl-XL -3.0, Rac1 act GTP bind 100.0, HRas wt GTP bind 104.0, Bcl-B Bim block -3.0, Rab2 wt GTP 104.0 and Rab7 wt modul 107.0.
`CCNC(=O)NC(=O)CSc1ccc2ccccc2c1` gave Bim-Bcl-W -5.0, Bim-Bfl-1 -5.0, Cdc42 wt GTP 96.0, Bcl-2 Bim block -5.0, Rac1 wt modul 94.0, Bim-Bcl-XL -1.0, Rac1 act GTP bind 94.0, HRas wt GTP bind 95.0, Bcl-B Bim block -6.0, Rab2 wt GTP 94.0 and Rab7 wt modul 94.0.
Screening COCc1c(C#N)c(NCCc2ccc(F)cc2)nc(C)c1[N+](=O)[O-] returned Bim-Bcl-W 3.0, Bim-Bfl-1 0.0, Cdc42 wt GTP 100.0, Bcl-2 Bim block -2.0, Rac1 wt modul 105.0, Bim-Bcl-XL 3.0, Rac1 act GTP bind 100.0, HRas wt GTP bind 101.0, Bcl-B Bim block 3.0, Rab2 wt GTP 100.0 and Rab7 wt modul 103.0.
CCSc1ncccc1-c1nc2ccccc2[nH]1 was read as Bim-Bcl-W -4.0, Bim-Bfl-1 -2.0, Cdc42 wt GTP 94.0, Bcl-2 Bim block -6.0, Rac1 wt modul 93.0, Bim-Bcl-XL -4.0, Rac1 act GTP bind 90.0, HRas wt GTP bind 93.0, Bcl-B Bim block 0.0, Rab2 wt GTP 91.0 and Rab7 wt modul 94.0.
C/C(=N\Nc1cc(N2CCOCC2)nc(C)n1)c1cccc([N+](=O)[O-])c1 was read as Bim-Bcl-W 2.0, Bim-Bfl-1 -4.0, Cdc42 wt GTP 95.0, Bcl-2 Bim block -4.0, Rac1 wt modul 99.0, Bim-Bcl-XL -4.0, Rac1 act GTP bind 95.0, HRas wt GTP bind 97.0, Bcl-B Bim block -8.0, Rab2 wt GTP 96.0 and Rab7 wt modul 99.0.
For O=C(Nc1ccccc1[N+](=O)[O-])c1cncc(Br)c1 the results were Bim-Bcl-W -7.0, Bim-Bfl-1 -6.0, Cdc42 wt GTP 103.0, Bcl-2 Bim block -5.0, Rac1 wt modul 101.0, Bim-Bcl-XL -2.0, Rac1 act GTP bind 99.0, HRas wt GTP bind 103.0, Bcl-B Bim block -9.0, Rab2 wt GTP 103.0 and Rab7 wt modul 102.0.
For O=C(Nc1ccc(S(=O)(=O)N2CCCC2)cc1)c1ccc(OCC2CCCO2)cc1 (stereo not given) the results were Bim-Bcl-W 0.0, Bim-Bfl-1 3.0, Cdc42 wt GTP 92.0, Bcl-2 Bim block 1.0, Rac1 wt modul 92.0, Bim-Bcl-XL 0.0, Rac1 act GTP bind 94.0, HRas wt GTP bind 94.0, Bcl-B Bim block 2.0, Rab2 wt GTP 97.0 and Rab7 wt modul 98.0.
For O=C(c1snnc1-c1ccccc1)N1CCOCC1 the results were Bim-Bcl-W 0.0, Bim-Bfl-1 2.0, Cdc42 wt GTP 94.0, Bcl-2 Bim block 0.0, Rac1 wt modul 97.0, Bim-Bcl-XL 1.0, Rac1 act GTP bind 94.0, HRas wt GTP bind 94.0, Bcl-B Bim block -1.0, Rab2 wt GTP 96.0 and Rab7 wt modul 100.0.
For CCOc1ccc(C(C)C)cc1S(=O)(=O)Nc1ccc(Cl)cn1 the results were Bim-Bcl-W -3.0, Bim-Bfl-1 -13.0, Cdc42 wt GTP 89.0, Bcl-2 Bim block -15.0, Rac1 wt modul 86.0, Bim-Bcl-XL -9.0, Rac1 act GTP bind 91.0, HRas wt GTP bind 93.0, Bcl-B Bim block -10.0, Rab2 wt GTP 91.0 and Rab7 wt modul 91.0.
For Cc1ccc2oc(C(=O)NCc3ccc4c(c3)OCO4)c(C)c2c1 the results were Bim-Bcl-W -1.0, Bim-Bfl-1 -1.0, Cdc42 wt GTP 95.0, Bcl-2 Bim block -1.0, Rac1 wt modul 98.0, Bim-Bcl-XL -3.0, Rac1 act GTP bind 95.0, HRas wt GTP bind 97.0, Bcl-B Bim block 0.0, Rab2 wt GTP 95.0 and Rab7 wt modul 96.0.
C#CCOCCOCCOCCNc1nc(N2CCOCC2)nc(N2CCN(C(=O)[C@H]([C@@H](C)CC)n3cc([C@@H](N)CC(C)C)nn3)CC2)n1 was read as Bim-Bcl-W -3.0, Bim-Bfl-1 -6.0, Cdc42 wt GTP 96.0, Bcl-2 Bim block -7.0, Rac1 wt modul 98.0, Bim-Bcl-XL -3.0, Rac1 act GTP bind 95.0, HRas wt GTP bind 98.0, Bcl-B Bim block 1.0, Rab2 wt GTP 97.0 and Rab7 wt modul 97.0.
For Cc1ccc(S(=O)(=O)/N=C(/c2ccccc2)N(C)c2ccc(O)cc2)cc1 the results were Bim-Bcl-W -1.0, Bim-Bfl-1 -5.0, Cdc42 wt GTP 100.0, Bcl-2 Bim block 0.0, Rac1 wt modul 99.0, Bim-Bcl-XL -2.0, Rac1 act GTP bind 96.0, HRas wt GTP bind 96.0, Bcl-B Bim block -3.0, Rab2 wt GTP 99.0 and Rab7 wt modul 107.0.
For Cc1[nH]cc(Br)c(=O)c1Oc1ncc(C(F)(F)F)cc1Cl the results were Bim-Bcl-W 0.0, Bim-Bfl-1 -5.0, Cdc42 wt GTP 94.0, Bcl-2 Bim block -1.0, Rac1 wt modul 96.0, Bim-Bcl-XL 0.0, Rac1 act GTP bind 94.0, HRas wt GTP bind 95.0, Bcl-B Bim block -2.0, Rab2 wt GTP 97.0 and Rab7 wt modul 96.0.
Screening S=C(NC1CCCC1)NC1CCCC1 returned Bim-Bcl-W -3.0, Bim-Bfl-1 -4.0, Cdc42 wt GTP 94.0, Bcl-2 Bim block -2.0, Rac1 wt modul 99.0, Bim-Bcl-XL -5.0, Rac1 act GTP bind 94.0, HRas wt GTP bind 95.0, Bcl-B Bim block -5.0, Rab2 wt GTP 98.0 and Rab7 wt modul 98.0.
For COC(=O)CN(c1ccc(C)cc1)S(=O)(=O)c1c(C)[nH]c(=O)[nH]c1=O the results were Bim-Bcl-W 2.0, Bim-Bfl-1 -11.0, Cdc42 wt GTP 108.0, Bcl-2 Bim block 0.0, Rac1 wt modul 107.0, Bim-Bcl-XL -4.0, Rac1 act GTP bind 102.0, HRas wt GTP bind 105.0, Bcl-B Bim block -5.0, Rab2 wt GTP 104.0 and Rab7 wt modul 102.0.
`O=S(=O)(/C=C/c1ccccc1)N1CCN(c2nc(-c3cccnc3)nc3ccccc23)CC1` gave Bim-Bcl-W -2.0, Bim-Bfl-1 -2.0, Cdc42 wt GTP 99.0, Bcl-2 Bim block 0.0, Rac1 wt modul 101.0, Bim-Bcl-XL -3.0, Rac1 act GTP bind 95.0, HRas wt GTP bind 96.0, Bcl-B Bim block -5.0, Rab2 wt GTP 99.0 and Rab7 wt modul 98.0.
For Cc1nc(/C=C\C(=O)O)c2cc(C)oc2n1 the results were Bim-Bcl-W -1.0, Bim-Bfl-1 -4.0, Cdc42 wt GTP 98.0, Bcl-2 Bim block -9.0, Rac1 wt modul 101.0, Bim-Bcl-XL -4.0, Rac1 act GTP bind 96.0, HRas wt GTP bind 96.0, Bcl-B Bim block -6.0, Rab2 wt GTP 94.0 and Rab7 wt modul 99.0.
`CC(/C=N/N1CCN(c2ccccc2)CC1)=C\c1ccco1` gave Bim-Bcl-W 0.0, Bim-Bfl-1 -1.0, Cdc42 wt GTP 99.0, Bcl-2 Bim block 2.0, Rac1 wt modul 98.0, Bim-Bcl-XL 3.0, Rac1 act GTP bind 98.0, HRas wt GTP bind 100.0, Bcl-B Bim block 2.0, Rab2 wt GTP 98.0 and Rab7 wt modul 100.0.
Screening COc1ccc(F)cc1C(=O)C1CCCN(C(=O)C2=C(C)OCCO2)C1 (stereo not given) returned Bim-Bcl-W -5.0, Bim-Bfl-1 -7.0, Cdc42 wt GTP 98.0, Bcl-2 Bim block -5.0, Rac1 wt modul 100.0, Bim-Bcl-XL -1.0, Rac1 act GTP bind 97.0, HRas wt GTP bind 98.0, Bcl-B Bim block -6.0, Rab2 wt GTP 99.0 and Rab7 wt modul 103.0.
Screening CCN=c1sc(C(=O)NCCc2ccccc2)cc(=O)n1CC returned Bim-Bcl-W 0.0, Bim-Bfl-1 3.0, Cdc42 wt GTP 100.0, Bcl-2 Bim block 1.0, Rac1 wt modul 100.0, Bim-Bcl-XL 2.0, Rac1 act GTP bind 95.0, HRas wt GTP bind 104.0, Bcl-B Bim block 0.0, Rab2 wt GTP 100.0 and Rab7 wt modul 102.0.

From PubChem
